# Screening results: PubChem, National Center for Advancing Translational Sciences (NCATS)
# MCF10A rereplic: A quantitative high throughput screen for small molecules that induce DNA re-replication in MCF 10a normal breast cells | Potency, µM (highest dose often 46.1 µM), inactives show at the highest dose activity, positive = re-replication, hits mostly activators | MCF 10A DNA re-replication, Hoechst nuclear intensity, 48 h | 350,000 compounds, 2.9% hits; note: potency is the fitted concentration of half-maximal effect; % of control where 0% means no effect; nearly all actives have a fitted effect of over 50% in size
# IL1B secr inh: qHTS for Inhibitors of Inflammasome Signaling: IL-1-beta AlphaLISA Primary Screen | THP-1 LPS/ATP IL-1B secretion, AlphaLISA, 16 h; stronger effect = lower value | activity change, % at 57.5 µM | 360,000 compounds, 4.7% hits | AID 743279, 2014; in the data active = activity change below about -50%; inconclusive = mostly about -30% to -49%; note: % is set by controls: 0 for no effect and ±100 for the full control effect
#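 Secreted IL-1B measured by AlphaLISA bead assay after 16 h compound exposure of THP-1 cells; compounds (final up to 57.5 uM) added 1 h before LPS (250 ng/mL) and ATP (1.25 mM) stimulation; lower signal means less secretion.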
# SW480 rerep: A quantitative high throughput screen for small molecules that induce DNA re-replication in SW480 colon adenocarcinoma cells | SW480 DNA re-replication, Hoechst DNA content imaging, 48 h | Potency, µM (top dose mostly 46.1 µM), inactives show top-dose re-replication activation, most hits filed as activators | 340,000 compounds, 1.8% hits | AID 624297, 2012; note: potency is the fitted concentration of half-maximal effect; % of control where 0% means no effect; nearly all actives have a fitted effect of over 55% in size
#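 Quantitative HTS format with DMSO vehicle controls; 48 hr drug incubation at 37 C, then 40 min Hoechst staining and scanning imager measurement at 405 nm excitation.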
# HT1080NT lethal: qHTS for induction of synthetic lethality in tumor cells producing 2HG: qHTS for the HT-1080-NT fibrosarcoma cell line; HT-1080-NT fibrosarcoma viability, CellTiter-Glo ATP luminescence, 48 h; Potency, µM (top dose mostly 46.1 µM), for the others: at the top dose activity, negative = less viability, actives largely listed as cytotoxic; 360,000 compounds, 1.6% hits; AID 686970, 2013;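 note: NT is the 2HG producing partner of a matched IDH1 knockdown line; potency is the fitted concentration of half-maximal effect; 0% = DMSO-treated cells and -100% = media-only wells without cells; nearly all actives have a fitted effect of over 55% in size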
#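 Viability by CellTiter-Glo luminescence after 48 h compound exposure at 37C of HT-1080-NT cells (750/well, RPMI, 5% FBS). % activity scaled between DMSO wells and medium-only wells, then curve-fitted and categorized by curve class.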
# KB-3-1 cytotox: qHTS assay for MDR1-selective chemotherapeutics: Primary screen using the parental adenocarcinoma cell KB-3-1; AID 1347075, 2019; Potency, µM (series often up to 46.1 µM), for inactives: at the highest dose activity change, negative = cytotoxic, hits mostly cytotoxic; 400,000 compounds, 1.4% hits; KB-3-1 viability, CellTiter-Glo ATP luminescence, 72 h; note: potency is the fitted concentration of half-maximal effect; % is set by controls: 0 for no effect and ±100 for the full control effect; nearly all actives have a fitted effect of over 60% in size
#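 Cytotoxicity in the drug-sensitive parental line KB-3-1 was scored as loss of CellTiter-Glo luminescence following 72 h incubation with compound. Values come from curve fitting of normalized concentration-response data.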
# WRN inhibitor: qHTS for Inhibitors of WRN Helicase | 360,000 compounds, 0.46% hits | Bifunctional 3'-5' exonuclease/ATP-dependent helicase WRN (Homo sapiens), Q14191 | WRN helicase unwinding, fluorescent forked duplex, kinetic | Potency, µM (highest dose often 114 µM), inactives show at the highest dose activity change, negative = inhibition, most hits filed as inhibitors; note: potency is the fitted concentration of half-maximal effect; % is set by controls: 0 for no effect and ±100 for the full control effect; nearly all actives have a fitted effect of over 55% in size
#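 Fluorescence dequenching readout, ex 525 nm/em 598 nm, kinetic mode: forked duplex DNA (100 nM final) with adjacent fluorophore and quencher unwound by WRN (20 nM final) with 2 mM ATP. Compound preincubation 15 min, room temperature.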
# ATXN2 expr inh: Primary qHTS for Inhibitors of ATXN expression; HEK-293 ATXN2-luciferase reporter, luminescence, 24 h; Potency, µM (titrated, usually from 57 µM), for the others: top-dose activity change, negative = inhibition, actives largely listed as inhibitors; 360,000 compounds, 0.72% hits; AID 1745845, 2022; note: potency is the fitted concentration of half-maximal effect; % is set by controls: 0 for no effect and ±100 for the full control effect; nearly all actives have a fitted effect of over 55% in size
#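 qHTS (up to 57 uM final) was run with 24 h compound exposure of reporter cells at 37 °C. Each well was multiplexed: SteadyGlo luminescence measured ATXN2-luciferase expression after a fluorogenic Gly-Phe-AFC viability readout (25 uM final).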
# HT1080 IDH1KD tx: qHTS for induction of synthetic lethality in tumor cells producing 2HG: qHTS for the HT-1080-IDH1KD cell line; AID 686971, 2013; HT-1080 IDH1 knockdown viability, ATP luminescence, 48 h; 360,000 compounds, 2% hits; Potency, µM (top dose mostly 46.1 µM), without a hit: at the highest dose activity, negative = toxicity, actives largely listed as cytotoxic;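 note: potency is the fitted concentration of half-maximal effect; 0% = DMSO wells and -100% = cell-free medium wells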
#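 Assay cells: HT-1080 with IDH1 knockdown, 750 per well, RPMI/5% FBS. Exposure: 48 h at 37 °C following 2 h pre-incubation. Read: CellTiter-Glo luminescence; fitted concentration-response, curve class assigned.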
# KB-V1 MDR tox: qHTS assay for MDR1-selective chemotherapeutics: Primary screen using the drug-selected MDR subline cells KB-V1; KB-V1 MDR cells viability, CellTiter-Glo, 72 h; Potency, µM (series often up to 46.1 µM), for the others: at the highest dose activity change, negative = cytotoxicity, usual class: cytotoxic; 400,000 compounds, 3.4% hits; note: potency is the fitted concentration of half-maximal effect; % is set by controls: 0 for no effect and ±100 for the full control effect; nearly all actives have a fitted effect of over 60% in size
#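 Cytotoxicity toward P-gp-expressing KB-V1 cells was determined as loss of CellTiter-Glo luminescence after 72 h at 37 degrees C. Compounds were tested in quantitative HTS format across a concentration range, with curves fitted to normalized data.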
# * hit, by the source's call; i = inactive; ? = inconclusive; nt = not tested or not shown; [ ] = another dose, or the depositor's remark. Unless noted, calls come from the whole dose curve; as a rule, active = well fitted curve in the direction sought with a large enough effect; inconclusive = small, poorly fitted or top-dose-only effect, or another doubt; inactive = no such curve, though single readings can be large; an effect the other way counts as inactive or inconclusive. Random draw from the library; about 12% have a hit in one of these screens.
smiles	MCF10A rereplic	IL1B secr inh	SW480 rerep	HT1080NT lethal	KB-3-1 cytotox	WRN inhibitor	ATXN2 expr inh	HT1080 IDH1KD tx	KB-V1 MDR tox
COC(=O)CN1C(=O)C(C)(C)Oc2ccc(C(=O)Nc3ccccc3F)cc21	5%	-66*	0%	-1%	-11%	3%	9%	0%	-16%
Cc1ccc(NC(=O)/C(C#N)=C/c2cccs2)c(C)c1	-2%	-11	-6%	-5%	3%	4%	13%	0%	?
O=[N+]([O-])c1ccc(N2CCN(CCO)CC2)c2ncccc12	2%	10	-2%	-4%	12%	1%	-11%	-10%	21%
O=S(=O)(CCN1CCN(c2ccccc2O)CC1)c1ccc(Cl)cc1	nt	-29	nt	-2%	-6%	-5%	nt	-12%	?
COc1cccc(COC(=O)C2CC(=O)N(Cc3ccccc3)C2)c1OC (stereo not given)	nt	1	nt	0%	3%	9%	nt	6%	?
O/N=C(/CCc1ccccc1)C1(O)CCCCC1	7%	1	0%	11%	13%	-11%	11%	3%	6%
Cc1sc2ncnc(N3CCN(S(=O)(=O)c4ccc(C(C)(C)C)cc4)CC3)c2c1C	?	-29	-27%	-22%	21µM*	-5%	?	-19%	-33%
COc1ccccc1CNc1ncnc2c1cnn2-c1ccccc1	?	0	48%	?	-13%	-2%	-24%	?	-11%
O=C(CCl)N(Cc1cccc([N+](=O)[O-])c1)c1cccc(Cl)c1	?	-27	?	6.5µM*	?	-12%	2.4µM*	4.6µM*	?
CCOC(=O)C1=C(N)c2ccccc2CC1C1CCCC1 (stereo not given)	?	-8	-26%	0%	4%	-1%	nt	-1%	-9%
CC(=O)N1CC(C)Sc2ccc(S(=O)(=O)NCc3ccc(F)cc3)cc21 (stereo not given)	-1%	41	-1%	?	0%	0%	nt	-19%	-6%
COC(=O)c1cccc(Nc2ncnc3sccc23)c1	-1%	23	-1%	-8%	-6%	-18%	-3%	-17%	-22%
Cc1nc2ccc(NC(=O)c3cc([N+](=O)[O-])cc([N+](=O)[O-])c3Cl)cc2s1	?	?	-9%	7%	5%	10µM*	-37%	-17%	-15%
CCC(Sc1ccccn1)C(=O)Nc1nnc(C)s1 (stereo not given)	?	12	8%	-3%	25%	-2%	2%	-11%	0%
Cc1cc(NC(=O)Cc2ccccc2)c2ccccc2n1	?	-22	-27%	?	-10%	-7%	-29%	-11%	-20%

# Next entries follow.
smiles	MCF10A rereplic	IL1B secr inh	SW480 rerep	HT1080NT lethal	KB-3-1 cytotox	WRN inhibitor	ATXN2 expr inh	HT1080 IDH1KD tx	KB-V1 MDR tox
CCCCNC(=O)C1C(c2ccc(C(F)(F)F)cc2)=Nc2ccccc2N1C(=O)c1cccc(C(F)(F)F)c1 (stereo not given)	nt	0	nt	6%	-5%	3%	nt	9%	-3%
COC(=O)c1cc(C(=O)OC)n(Cc2ccc(Cl)cc2Cl)n1	30%	4	-16%	3%	10%	-5%	-4%	-17%	?
Cc1ccccc1OCC1Cn2c(nc3c2c(=O)[nH]c(=O)n3C)O1 (stereo not given)	-186%[0.0737 µM]	29	7%	-13%	-6%	13%	-3%	-16%	0%
CN(C)CCn1c(=N)n(CC(O)c2ccc(Cl)c(Cl)c2)c2ccccc21 (stereo not given)	?	nt	?	23µM*	?	-4%	-22%	?	0%
O=C(Nc1ccc(OC(F)F)cc1)c1cc(S(=O)(=O)N2CCOCC2)ccc1F	1%	i	-11%	15%	26%	10%	1%	23%	?
S=C(Nc1ccccc1)N1CCOCC1	-2%	1	23%	19%	1%	1%	13%	5%	-2%
Cc1nnc(N2C(=O)C(=O)/C(=C(/O)c3ccc4c(c3)OCCO4)C2c2cccc([N+](=O)[O-])c2)s1 (stereo not given)	nt	-4	nt	7%	2%	3%	nt	14%	27%
CC1CCCCC1NC(=O)NC(=O)CCl (stereo not given)	?	-96*	6.5µM*	-18%	?	3%	6%	?	-20%
O=C(NCc1ccccn1)c1ccc(NC(=O)c2ccco2)cc1	0%	-20	0%	7%	13%	1%	-32%	7%	23%
COc1ccc(NC(=O)C(=O)c2cn(CC(=O)N3CCOCC3)c3ccccc23)cc1OC	4%	-2	-4%	0%	18%	-5%	-3%	6%	-5%
CCCn1c(C)cc(/C=C(\C#N)C(=O)OCC(=O)Nc2ccc(OC)c(Cl)c2)c1C	3%	4	7%	-3%	5%	-3%	6%	-2%	?
CCC(=O)Nc1nc(C)c(C(=O)NC2CCCCC2)s1	2%	-8	0%	6%	5%	-1%	5%	1%	-29%
Cc1ccc(-c2nc3ccccc3c(=O)n2O)cc1	17%	-8	3%	-23%	5%	4%	6%	-12%	-25%
CCOC(=O)C1CCCN(S(=O)(=O)c2cc(OCC(=O)NC3CCCCC3)c(C)cc2Cl)C1 (stereo not given)	10%	-7	2%	-3%	-1%	-8%	-22%	-9%	16µM*
CC(/C=C/c1ccccc1)=N\NC(=O)CNC(=O)c1ccccc1Cl	5%	-4	0%	4%	1%	-3%	nt	0%	22%

# Remaining list, next part.
smiles	MCF10A rereplic	IL1B secr inh	SW480 rerep	HT1080NT lethal	KB-3-1 cytotox	WRN inhibitor	ATXN2 expr inh	HT1080 IDH1KD tx	KB-V1 MDR tox
CC1S/C(=N/N=C/c2ccco2)N(Cc2ccccc2)C1=O (stereo not given)	6%	-7	-3%	5%	-13%	0%	nt	-19%	-20%
CC1CCN(CC(=O)N2CCCc3c2c(=O)oc2ccc(OCc4ccccc4)cc32)CC1	11µM*	-25	?	?	?	-21%	?	?	?
CCOc1ccccc1NC(=O)COn1nnc2ccccc21	-10%	-2	0%	-2%	20%	-19%[57.1 µM]	26%	1%	?
CCOC(=O)C1=C(C)N[C@@]2(O)c3ccccc3C(=O)[C@@]12O	-1%	-11	-7%	9%	19%	1%[57.1 µM]	-13%	1%	18%
Cc1cccn2c(=O)c(/C=N/O)c(N3CCCCC3)nc12	0%	-14	-4%	11%	2%	-3%[57.1 µM]	-17%	8%[9.24 µM]	12%
COc1ccc(OC(=O)CN2C(=O)C3C4CCC(C4)C3C2=O)cc1 (stereo not given)	-1%	-25	-37%[inhibitor]	-2%	3%	4%	-1%	3%	-12%
CCOC(=O)CNC(=O)c1sc(NC(=O)/C=C/c2ccccc2)nc1C	14%	10	?	0%	2%	-3%	nt	9%	6%
CCCCCCC(=O)Nc1nc(C)c(-c2csc(Nc3cc(Cl)ccc3OC)n2)s1	12%	5	-6%	0%	3%	-5%	10%	-9%	0%
CSc1nnc2n(C)c3c(c(=O)n12)C1(CCCC1)Cc1ccccc1-3	16%	1	0%	-11%	?	-2%	-7%	-9%	?
COC(=O)Cn1cnc2c(cnn2-c2ccc(C)cc2)c1=O	-4%	-21	-2%	8%	19%	-3%[57.1 µM]	24%	0%	12%
CC(C)Oc1ccc(S(=O)(=O)N2CCOCC2)cc1NC(=O)CC1CCCC1	17%	-15	-20%	-2%	24%	3%	5%	-2%	-13%
CN(Cc1ccccc1)C(=S)Nc1ccc(OC(F)F)cc1	-3%	-2	-5%	13%	-15%	8%	27%	10%	15µM*
COc1ccc(OC)c(NC(=O)CCn2cccc2)c1	-2%	-12	-2%	22%	-1%	8%	-4%	19%	13%
C=Cn1cc(CNC[C@H]2O[C@@H](n3ccc(N)nc3=O)[C@H](O)[C@@H]2O)c(C)n1	nt	-2	nt	2%	15%	-6%	11%	3%	0%
CC1CN(C(=O)CCC(=O)NCCCc2ccccc2)c2ccccc2O1 (stereo not given)	0%	-14	-7%	-6%	5%	1%	-5%	7%	0%

# Next compounds
smiles	MCF10A rereplic	IL1B secr inh	SW480 rerep	HT1080NT lethal	KB-3-1 cytotox	WRN inhibitor	ATXN2 expr inh	HT1080 IDH1KD tx	KB-V1 MDR tox
O=C(CN1CCCCC1)Nc1cc(Cl)ccc1Cl	12%	-16	-2%	4%	1%	-9%	19%	-3%	-19%
CN(C(=O)c1ccccc1C(=O)c1ccccc1)C1CCS(=O)(=O)C1 (stereo not given)	1%	-3	-7%	0%	8%	-5%	-1%	7%	-25%
Cc1ccc(NC(=O)NC2CCCCCCC2)cc1	2%	?	-11%	16%	0%	-7%	98%[activator]	3%	-12%
CC(=O)c1cc(C#N)c(N2CCCCC2)nc1C	12%	13	-13%	-2%	1%	4%	16%	0%	?
CS(=O)CC(O)(c1ccc(F)cc1)C1CC1 (stereo not given)	nt	12	nt	1%	0%	2%	nt	2%	14%
O=C(Nc1ccc(C(=O)NC2CCCCC2)cc1)c1cccnc1	5%	0	2%	?	24%	-10%	10%	18µM*	-2%
CCCCN(C(=O)C1=NN(c2ccccc2)C(=O)CC1)c1c(N)n(CC(C)C)c(=O)[nH]c1=O	?	13	-17%	-1%	-6%	0%	3%	0%	17%
CC1(C)Cc2nc(-c3ccccc3)nc(SCC(O)CO)c2CO1 (stereo not given)	0%	-3	4%	5%	2%	5%	nt	-3%	1%
CCCOc1ccc(NC(=O)C2CC(=O)N(C(C)C)C2)cc1 (stereo not given)	0%	-1	1%	-8%	4%	-4%	1%	-7%	4%
CCOc1ccccc1NC(=O)C1C2C=CC(C2)C1C(=O)O (stereo not given)	10%	14	-1%	8%	4%	2%	-1%	8%	-20%
